CAL PDZ FP-1 – CAL PDZ peptide-binding inhibitors, primary screen, biochemical, fluorescence polarization, Cer-tagged CAL PDZ, HTS | Golgi-associated PDZ and coiled-coil motif-containing protein (Homo sapiens), Q9HD26 | purified CAL PDZ, TMR-peptide fluorescence polarization, 1 h | AID 504414, 2011 | 0.02% of 330,000 active | inhibition, % at 20 µM;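 active = highest replicate inhibition of at least 40%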;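 also: plate controls were DMSO neutral control wells for no effect and unlabeled competitor peptide control wells for full effect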
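System: purified tagged CAL PDZ domain construct (CerCALP). Schedule: 1 h incubation at room temperature before polarization reading. Medium: 25 mM sodium phosphate pH 7.4, 150 mM NaCl, TCEP, IgG, Thesit. Read-out: percent inhibition from loss of millipolarization. Measured by: FP readout, S and P plane fluorescence. Probe or stimulus: fluorescent TMR peptide probe.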
Rtt109 Vps75 – inhibitors of C. albicans Rtt109/Vps75 HAT, primary screen, biochemical, ThioGlo CoA-SH fluorescence, plate reader | Histone acetyltransferase RTT109 (Candida albicans (strain SC5314 / ATCC MYA-2876)), … | purified Rtt109/Vps75, 4 h | inhibition, % at 34.9 µM | 0.16% of 330,000 active;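 active = inhibition of at least 50% in every replicate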
Target sequence (Q5AAJ8 whole entry, looked up): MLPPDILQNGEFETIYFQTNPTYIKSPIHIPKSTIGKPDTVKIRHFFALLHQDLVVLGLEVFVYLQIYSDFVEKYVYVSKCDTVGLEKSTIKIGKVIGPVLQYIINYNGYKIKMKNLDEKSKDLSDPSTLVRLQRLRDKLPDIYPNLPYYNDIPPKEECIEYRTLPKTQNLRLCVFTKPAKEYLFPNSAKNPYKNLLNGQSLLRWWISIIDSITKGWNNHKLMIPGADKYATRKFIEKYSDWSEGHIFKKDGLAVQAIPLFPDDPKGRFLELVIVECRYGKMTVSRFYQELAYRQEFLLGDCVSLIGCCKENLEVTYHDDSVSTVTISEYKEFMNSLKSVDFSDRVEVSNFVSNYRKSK
cardiac RTF act – cardiac RTF calcium sensitivity activators, primary screen, biochemical, IANBD-TnC fluorescence, EC20 calcium; 0.24% of 340,000 active; IANBD-labeled TnC RTF fluorescence at EC20 calcium; 0% EC20 calcium, 100% full calcium; activation, % at 7.2 µM;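 active = activation above the mean over all tested compounds plus 3 SD, cut at about 30% in these data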;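 also: rise in fluorescence read as greater calcium sensitivity of cardiac thin filaments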
DAGLB inh – DAGLB lipase inhibitors, primary screen, biochemical, fluorescence, HTS. Diacylglycerol lipase-beta (Homo sapiens), Q8NCG7. AID 504411, 2011. 0.059% of 340,000 active. inhibition, % at 5.17 µM. HEK293T DAGLB membrane lysate, EnzChek fluorogenic substrate; in the data active = inhibition above about 34%;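 also: 0% = enzyme with vehicle and 100% = wells lacking enzyme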
Target sequence (Q8NCG7 whole entry, looked up): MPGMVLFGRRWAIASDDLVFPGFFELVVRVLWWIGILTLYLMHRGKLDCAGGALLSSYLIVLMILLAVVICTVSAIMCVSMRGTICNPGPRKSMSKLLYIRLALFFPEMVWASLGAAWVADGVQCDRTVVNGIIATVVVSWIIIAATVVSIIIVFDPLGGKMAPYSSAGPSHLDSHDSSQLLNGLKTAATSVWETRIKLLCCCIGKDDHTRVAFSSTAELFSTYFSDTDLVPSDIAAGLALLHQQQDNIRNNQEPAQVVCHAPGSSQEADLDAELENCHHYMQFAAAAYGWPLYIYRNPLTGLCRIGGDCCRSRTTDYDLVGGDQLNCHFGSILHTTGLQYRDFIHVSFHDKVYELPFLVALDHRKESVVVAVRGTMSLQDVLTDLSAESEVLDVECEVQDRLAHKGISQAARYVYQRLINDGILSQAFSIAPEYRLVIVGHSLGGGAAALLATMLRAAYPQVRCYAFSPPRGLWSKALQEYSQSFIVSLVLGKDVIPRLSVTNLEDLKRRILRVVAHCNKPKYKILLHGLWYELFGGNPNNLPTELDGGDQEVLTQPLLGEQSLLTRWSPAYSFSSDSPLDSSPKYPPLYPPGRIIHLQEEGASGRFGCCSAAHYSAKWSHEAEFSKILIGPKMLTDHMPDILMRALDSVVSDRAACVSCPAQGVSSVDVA
Keap1-Nrf2 PPI – Keap1-Nrf2 protein-protein interaction inhibitors, primary screen, biochemical, fluorescence polarization, single point. Kelch-like ECH-associated protein 1 (Homo sapiens), Q14145. inhibition, % at 9.4 µM. Keap1 Kelch-Nrf2 peptide fluorescence polarization, 1536-well. 0.15% of 340,000 active; in the data active = inhibition above about 12%;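 also: human Keap1 Kelch domain with fluorescein labeled Nrf2 9mer peptide probe; 0% = neutral control wells and 100% = peptide positive control; higher means more block of Keap1 binding to Nrf2 peptide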
SR-BI DiI-HDL act – activators of SR-BI mediated DiI-HDL uptake, primary screen, ldlA[mSR-BI] CHO cells, DiI fluorescence | 3 h; 100 = double the neutral-control signal | activation, % at 12.5 µM | 0.096% of 320,000 active | AID 504775, 2011;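 active = mean replicate activation of at least 60% and every replicate at or above 60%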;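 also: 0% = median plate neutral-control signal and 100% = twice that signal; values of inactives mirror those of a sister screen read the other way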
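system = CHO ldlA[mSR-BI] cells, LDL receptor-null, SR-BI overexpressing | medium = Ham's F12 with 0.5% BSA, HEPES 25 mM, pH 7.4 | probe or stimulus = DiI-HDL 10 µg/mL | compound dosing = single-point compound dose | incubation = compound exposure 3 h, 37 °C | technique = DiI fluorescence, bottom read | read-out = cell-associated DiI fluorescence as measure of HDL uptake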
C-LANA FP – inhibitors of KSHV C-LANA binding to DNA, primary screen, biochemical, fluorescence polarization, FAM-LBS DNA, MBP-C-LANA, single point. AID 504423, 2011. 0.078% of 340,000 active. inhibition, % at 9 µM. Kaposi's sarcoma herpesvirus LANA C-terminal domain (residues 932-1162) DNA binding;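 active = highest replicate inhibition at or above 60% at 9 µM, even if other replicates fall short; inactive = all replicates below 60% inhibition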;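 also: 0% = neutral control wells and 100% = 4 µM acridine orange control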
PKA-R2B activ – activators of PKA-R2B holoenzyme, primary screen, biochemical, fluorescence polarization, Cy5-IP20, human. 0.079% of 340,000 active. activation, % at 11.4 µM. cAMP-dependent protein kinase catalytic subunit beta (Homo sapiens) + cAMP-dependent …. PKA-R2B holoenzyme dissociation; R2B truncated from residue 108, S112A mutant; 0% DMSO only, 100% 113 µM cGMP;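 active = activation above a cutoff set at the mean over all compounds plus 3 SD, cut at about 18% in these data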;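 also: higher means more holoenzyme dissociation and a rise in polarization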
CAL PDZ FP-2 – untagged CAL PDZ binding inhibitors, primary screen, biochemical, fluorescence polarization, HTS. Golgi-associated PDZ and coiled-coil motif-containing protein (Homo sapiens), Q9HD26. purified CAL PDZ, TMR-peptide fluorescence polarization, 1 h. inhibition, % at 24.9 µM. 0.92% of 300,000 active. AID 602252, 2012;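 active = mean inhibition of at least 30% with at least half of replicates also reaching 30%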;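 also: 0% = DMSO neutral control and 100% = excess unlabeled competitor peptide PRC23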
Cardiac RTF inh – cardiac RTF calcium sensitivity inhibitors, primary screen, biochemical, IANBD-TnC fluorescence, EC70 calcium | Troponin I, cardiac muscle (Homo sapiens) + Troponin T, cardiac muscle (Homo sapiens) + … | IANBD-labeled cardiac RTF, Ca2+ fluorescence | inhibition, % at 7.15 µM | 0.12% of 340,000 active | AID 493244, 2011;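 active = inhibition above the mean inhibition of all tested compounds plus 3 SD, cut at about 17% in these data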;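 also: assay run at fixed EC70 calcium of 1.6 mM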
* = called active by the depositor; . = not tested or not shown.

CAL PDZ FP-1,Rtt109 Vps75,cardiac RTF act,DAGLB inh,Keap1-Nrf2 PPI,molecule,SR-BI DiI-HDL act,C-LANA FP,PKA-R2B activ,CAL PDZ FP-2,Cardiac RTF inh
-3.3,.,2,0,-3,O=C1N(C2CCCC2)C[C@@H]2C[C@@H](c3cccn3-c3ccccn3)N3CCC[C@@]123,17,0.0,5,2,-19
-2.9,0,-5,-3,2,O=C(Oc1ccc2c(c1)OCO2)c1ccc(Br)c(S(=O)(=O)N2CCOCC2)c1,-5,-1.7,6,.,-4
-1.3,-5,7,-5,1,CCCOc1ccc(-c2nc(OCC)c3ccccc3n2)cc1,-8,-0.1,-5,-1,-7
-2.9,0,-4,0,-4,COc1ccc(-c2c(C)c3cc(O)ccc3oc2=O)cc1,-9,1.1,-3,-6,-8
-0.8,-2,-2,-3,-2,C/C=C/C1=CC(=O)C[C@H](c2ccc3c(c2)OCO3)C1,2,1.0,-7,-6,-1
-0.2,5,6,-22,-3,Cc1ccc(C2=NC3(CCCCC3)N=C2SCC(=O)Nc2ccc3c(c2)OCCO3)cc1,-54,1.8,-4,.,-9
-2.6,-2,-4,2,0,COc1ccc(CCNC(=O)CSc2ncn[nH]2)cc1,16,-2.8,7,-1,-6
-0.2,-6,5,1,-2,O=C1CC(c2ccccc2)n2nc(NC(=O)c3ccccc3)nc2N1 (stereo not given),21,0.3,-1,-5,-5
-0.1,-2,-5,1,1,CCn1c(=O)n(CC)c2cc(N3CCCC3)c(NC(=O)c3cccc(Cl)c3)cc21,-11,0.6,-8,0,-8
-0.1,-5,4,-3,-6,CC(C)(C)OC(=O)N1CCC(CNC(=O)Nc2ccccc2)CC1,3,-0.8,-9,.,0
-2.5,7,6,1,-7,CC1CCN(CCCNC(=O)c2ccc(CSCc3cccc(Cl)c3)o2)CC1,9,-1.9,3,-10,-4
-2.2,-8,6,-3,0,COc1ccc(C(=O)N(Cc2ccco2)Cc2cccs2)c(O)c1,-17,0.0,0,.,2
-24,-1,9,1,-3,COc1cccc(CN2CCN(Cc3ccc4cccc(F)c4n3)CC2CCO)c1 (stereo not given),13,-0.3,1,2,-5
-0.7,11,1,-7,-3,O=C(COC(=O)Cc1ccc(Cl)cc1)Nc1ccccc1-c1ccccc1,17,1.9,8,-4,-12
0.9,-3,1,2,-3,COc1ccc(OCc2cc(C(=O)NC3Cc4ccccc4C3)no2)c(Cl)c1,0,0.9,-2,-4,-6
-1.0,2,-2,1,0,O=C(Nc1ccccc1)c1ccc(NC(=O)c2cccs2)cc1,-49,-0.5,-4,-2,-14
-1.0,1,0,0,-6,Cc1cc(NC(=O)c2ccc(F)cc2)no1,-8,-2.1,4,0,-3
0.2,-2,-5,1,2,COc1cccc(OCC(O)CN2CCOCC2)c1 (stereo not given),17,0.4,-10,-2,-7
0.3,10,1,4,-1,O=C(O)/C=C1\CCCc2ccccc2C1O (stereo not given),11,-1.9,11,-3,-17
-2.4,1,-3,-1,-2,COc1ccc(S(=O)(=O)Nc2ccccn2)cc1C,5,0.3,-9,0,-5
-1.0,6,0,2,-8,COC(=O)/C=c1/s/c(=C(\C#N)C(=O)NCc2ccco2)n(-c2ccc(C)cc2)c1=O,0,20,1,0,-7
-0.4,13,4,1,-3,O=C(c1ccco1)N1CCCN(Cc2cn[nH]c2-c2ccc(-c3ccccc3)cc2)CC1,-5,0.7,10,3,-1
-1.2,-6,9,-1,2,COc1ccc(Cn2c3ccc(OC)cc3c3nc4ccccc4nc32)cc1,33,6.9,-5,-5,-5
0.2,7,8,-2,-4,CCOc1ccccc1NC(=O)C(=O)CC(=O)c1ccc(OC)cc1,-12,-2.3,4,-1,-16
.,4,0,1,-4,COc1ccc(-n2c(O)c(Cc3ccccc3)c(=O)n3nc(-c4ccccc4)c(=O)cc23)cc1,-3,2.8,-6,3,-5
0.3,-3,1,1,-4,Cc1ccccc1C(=O)NC1CCN(CC(=O)Nc2ccc3c(c2)OCO3)CC1,-4,1.3,0,.,2
.,4,-2,3,1,Cn1ncc2c(Nc3ccccc3Br)ncnc21,21,0.0,0,0,-7
-1.0,3,5,-3,-1,CCOC(=O)c1c(C)cccc1OCC(N)=O,12,0.5,0,-4,-9
-3.7,-6,-3,-10,-6,C=C1CCC[C@]2(C)C[C@H]3OC(=O)C(CN4CC(C)OC(C)C4)[C@H]3C[C@@H]12 (stereo not given in full),12,-1.0,4,2,-10
0.1,-9,-1,-2,-5,Cc1nc(SCC(=O)Nc2c(C)n(C)n(-c3ccccc3)c2=O)c(C#N)c(C)c1C,-21,-1.0,-1,-3,-8
-0.3,-8,5,1,-5,CC(C)COc1ccc(S(=O)(=O)NNC(=O)c2cc3ccccc3o2)cc1,18,-0.6,2,14,-4
-0.3,-4,2,-3,-5,CC(C)(C)c1nc2cc(Cl)c([N+](=O)[O-])cc2o1,6,2.1,1,1,-4
-1.7,-1,-5,0,-6,COc1ccc(N(CC(=O)N2CCN(c3ccccc3F)CC2)S(=O)(=O)c2c(C)noc2C)cc1,12,0.5,-7,-2,-1
-1.0,-5,1,1,2,COc1cccc(C2CC(c3ccccc3)Nc3ncnn32)c1 (stereo not given),.,-1.0,-7,.,-3
-0.9,-2,0,-4,-6,CCOc1ccccc1C(=O)NCC(=O)Nc1ncccc1C,9,0.6,-2,1,-2
-9.3,-8,0,0,1,COc1ccccc1C(=O)NNC(=S)NC(=O)c1cc(OC)c(OC)c(OC)c1,13,-0.4,-4,-1,-14
-1.9,16,-10,-1,1,CCCCN(C(=O)c1ccc(N2CCCC2=O)cc1)c1c(N)n(CCCC)c(=O)[nH]c1=O,10,1.2,2,-3,2
-1.4,13,6,3,-5,Cc1ccc(C(=O)N/N=C\c2ccc[nH]2)cn1,10,-3.3,0,1,-14
0.1,-8,5,-4,-5,Cc1sc2ncnc(N3CCC(C(=O)Oc4cccc(Cl)c4Cl)CC3)c2c1C,1,0.5,6,-4,-3
0.6,-7,1,-6,-5,COc1ccc(NC(=O)COC(=O)c2cc(SC)ccc2Cl)c(OC)c1,29,-0.9,1,-2,-16
-0.5,-6,4,3,5,O=S(=O)(NCc1ccco1)c1cnc(Cl)c(Cl)c1,-20,1.3,1,4,-2
.,3,2,-3,-1,COCC(=O)NNC(=O)c1ccc(OC)cc1,29,1.4,-4,-1,-4
-3.2,-6,20,1,-6,Cc1ccc(NC(=O)COc2ccc(/C=N/NC(=O)CSCc3ccccc3)cc2)cc1,-2,-1.1,-5,.,-16
-3.3,-9,8,-1,2,Cc1nn(CC(=O)N2CCN(Cc3ccccc3)CC2)c(=O)c2ccccc12,19,1.6,-6,-4,-11
-3.0,-13,1,-2,-4,CCC(C)NS(=O)(=O)c1ccc(OCC(=O)N2CCCC2)cc1 (stereo not given),35,-0.4,-1,-2,0
-0.9,-1,4,0,-1,O=C(CSc1ccccc1F)Nc1ccc2c(c1)OCO2,-7,0.3,-5,-5,3
-1.8,12,-4,-1,-3,COc1cccc(CN2CCN(Cc3c(C)nn(C(C)C)c3C)CC2CCO)c1 (stereo not given),-2,-0.7,0,-1,-6
0.2,9,-3,-8,-6,CC(C)C(=O)Nc1ccc2nn(-c3ccccc3)nc2c1,.,0.1,0,3,3
-0.9,-15,0,0,-3,COc1ccc(OC)c(CNC(=O)COc2cc(=O)n(C)c3ccccc23)c1,-13,1.4,8,-3,-4
-2.0,-4,-3,-8,-5,CCOc1cc(-c2nc(-c3ccccc3OC)no2)cc(OCC)c1OCC,-80,0.4,10,1,-1
-0.3,17,-6,-4,2,CC[C@@H]1CCCCc2ccccc2[C@H](C(=O)C[C@@H](O)CC(C)=O)OC1=O,-1,2.6,8,-2,-2
-1.0,-12,1,-2,1,CCN(C(=O)CSc1nc2ccc(OC)cc2[nH]1)c1c(N)n(Cc2ccccc2)c(=O)[nH]c1=O,10,-1.3,4,0,1
.,10,-5,-1,-4,COc1cc(-c2[nH]nc3c2C(c2ccoc2)C(C#N)=C(N)O3)cc(OC)c1OC (stereo not given),14,-0.2,-3,-3,-10

Random excerpt: 2 entries already listed
CAL PDZ FP-1,Rtt109 Vps75,cardiac RTF act,DAGLB inh,Keap1-Nrf2 PPI,molecule,SR-BI DiI-HDL act,C-LANA FP,PKA-R2B activ,CAL PDZ FP-2,Cardiac RTF inh
0.9,-3,1,2,-3,COc1ccc(OCc2cc(C(=O)NC3Cc4ccccc4C3)no2)c(Cl)c1,0,0.9,-2,-4,-6
-2.2,-8,6,-3,0,COc1ccc(C(=O)N(Cc2ccco2)Cc2cccs2)c(O)c1,-17,0.0,0,.,2

Compound activity deposited in PubChem BioAssay by several laboratories.
